Pf Dd2 growth = qHTS Primary assay for Inhibitors of Plasmodium falciparum Dd2 growth in vitro. P. falciparum Dd2 growth, SYBR Green, 72 h. Potency, µM (titrated, usually from 28.9 µM), without a hit: at the highest dose activity, negative = inhibition, hits mostly inhibitors. hit rate 4.3% among 120,000; active = well fitted inhibition curve with a large enough effect; inconclusive = small, poorly fitted or top-dose-only effect; inactive = no such curve, though single readings can be large or run the other way;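 note: plate controls were DMSO vehicle for no effect and reference drug for full effect; nearly all actives have a fitted effect of over 65% in size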
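Readout: SYBR Green fluorescence, 485 nm excitation, 535 nm emission, after ~16 h lysis at 37C. Before that, Dd2-infected red cells (2.5% hematocrit) grew 72 h with compound, 29 uM top final concentration.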
Active calls of the source: *; i = inactive; u = inconclusive; [ ] = dose if it differs, or a comment. Potency is the fitted concentration of half-maximal effect. A portion of the library. The share of hits here may be higher or lower than overall.

SMILES	Pf Dd2 growth
O=c1c2c(n(Cc3cccnc3)n1CCc1ccccc1)CN(CC1CCOC1)CC2 (stereo not drawn)	u
COc1ncccc1-c1ncc2c(n1)OCCN(c1ccccc1)C2=O	i
COc1ccccc1NC(=O)Cn1nc2c3cc(F)ccc3n(Cc3cccc(C)c3)cc-2c1=O	30.4%[activator]
O=C(NC1CCCC1)NC1CCCN(c2cc(N3CCCC3)ncn2)C1 (stereo not drawn)	-11.2%[5.79 µM]
Cc1ccc2c(CC(=O)Nc3nnc(C(C)C)s3)coc2c1C	-2.0%
CCOC(=O)C1CCN(Cc2ccccc2OCC(O)CN(C)C2CCCCC2)CC1 (stereo not drawn)	10µM*
CC(C)c1noc(-c2cccn3c(CNC(=O)C(C)c4ccccc4)nnc23)n1 (stereo not drawn)	u
Cn1ncc2c(C(=O)N3CCOCC3)cc(-c3cccnc3)nc21	14.8%
CC1=C[C@@H](CO)[C@H](C(C)C)C[C@H]1Cc1nnc(-c2ccncc2)o1	i
O=C1CC(c2ccccc2)N(C(=O)CNC(=O)NCCc2ccccc2)CCCCCN1 (stereo not drawn)	-5.9%
Cc1noc([C@@H]2CN(C(=O)c3cc(C)n(Cc4ccco4)c3C)C[C@H]2C(N)=O)n1	-5.3%
CCn1ccc(C(=O)N2CCCCCCNC(=O)[C@@H]3C[C@@H](c4nc(-c5cccnc5)no4)C[C@@H]32)n1	i
CN(C(=O)c1ccc(OC2CCN(C(=O)C3CC3)CC2)cc1)C1CCCc2ccccc21 (stereo not drawn)	i
CCCN1CCC2(CCN([S+](=O)([O-])c3c(C)noc3C)CC2)Oc2ccccc21	-7.7%
Cc1cc(=O)n(CC(=O)Nc2ccccc2C)c(-c2ccccc2)n1	u
CN(C)c1ccc(C(CNC(=O)COc2ccc(Cl)cc2)N2CCOCC2)cc1 (stereo not drawn)	u
CN1C(=O)c2cccn2CC1CNC(=O)C1CCCC1 (stereo not drawn)	19.1%
COc1ccccc1CCC(=O)N1CCC(Oc2ncccc2C(=O)N(C)C)C1 (stereo not drawn)	-2.7%
CC(NC(=O)c1ccc2nc(Cc3ccccc3)oc2c1)c1ccccc1 (stereo not drawn)	-10.1%
Cc1cnn(CCC(=O)N2CCC3(CCOCC3)CC2)c1	-6.1%
COc1ccccc1NC(=O)c1oc2ccccc2c1NC(=O)c1c(F)cccc1F	0.9%
O=C(NC1CCC(n2cc(C(=O)N3CCCC3)nn2)CC1)C(c1ccccc1)C1CCCC1 (stereo not drawn)	2.7%
Cc1c(CNC(=O)c2ccccc2C2CCNC2)oc2ccccc12 (stereo not drawn)	-5.4%
O=S(=O)(Cc1ccccc1)N[C@H]1CO[C@H]2[C@@H]1OC[C@@H]2n1nnnc1Oc1ccc2c(c1)OCO2	-18.6%
O=C1CC[C@@]2(C(=O)N3CCOCC3)CCCC[C@@H]2N1CCc1ccccc1	u
CC(C)Oc1ccc(CNC(=O)C2Cn3cccc3C(=O)N2C)cc1 (stereo not drawn)	23.9%
CC(C)CCNC(=O)CC1Sc2ncccc2N(C)C1=O (stereo not drawn)	-19.8%
COc1ccc(NC(=O)CN2C(=O)NC3(CCC(C)CC3)C2=O)cc1OC (stereo not drawn)	0.2%
C=CCN1CC2(CCC1=O)CCN(Cc1cccc(C#N)c1)CC2	-22.8%
Cc1cc(CNC(=O)[C@@H]2CCC[C@@H](NC(=O)NC3(c4ccccc4)CCOCC3)CN(C)C(=O)C2)no1	-11.1%
COc1cc(NC(=O)Cn2ncc3c([nH]c4ccc(C)cc43)c2=O)cc(OC)c1OC	95.2%[activator]
COc1ccc(-c2cc(C[C@H]3CNCC[C@H]3CC(=O)N3CCC(Cc4ccccc4)CC3)no2)cc1	7.94µM*
O=C1CCN(C(=O)[C@H](Cc2ccccc2)NS(=O)(=O)c2ccccc2)CCCOCCN1	u
Cc1cc(C)c(NC(=O)Cn2nnc(C(=O)Nc3ccc(F)cc3F)c2N)c(C)c1	i
Cc1ccncc1C(=O)N1CC(N(C)Cc2cccnc2)C1	-9.7%
CC(=O)c1cc(CN2CCC3(CC2)C(C(=O)O)CC(=O)N3C)n(C)c1 (stereo not drawn)	-8.5%
COCCNC(=O)C[C@@H]1c2nc(NC(=O)c3ccco3)sc2C[C@@H]2[C@](C)(CO)[C@H](O)CC[C@]21C	i
COc1ccc(-c2[nH]nc3ncc(-c4cccc(CO)c4)nc23)c(C)c1	-12.0%[44.1 µM]
Cc1noc(-c2ccco2)c1C(=O)NCc1cccc(Cl)c1	-11.3%
CCCN1C(=O)CCc2cc(NC(=O)c3ccc(OC(F)(F)F)cc3)ccc21	-17.8%
CN(C)C[C@H]1C[C@@H](CO)CN(C(=O)c2cc(-c3ccccc3F)n[nH]2)C1	12.3%
CSc1ccc(-c2noc(-c3nnn4c3COC(c3ccc(C)cc3C)C4)n2)cc1 (stereo not drawn)	-11.6%
COCCCNC(=O)c1ccc2c(c1)NC(=O)C(C(C)C)N2 (stereo not drawn)	29.1%
CN1CC2(CCCN(C(=O)c3cn(C)c4ccccc34)CC2)OC1=O (stereo not drawn)	u
Cc1nc(C)c(C(=O)N2CC3CC(C2)[C@H]2CCCC(=O)N2C3)s1 (stereo partly drawn)	-9.3%
CC1CN(c2ccc(Cl)cc2)C(=O)CN1C(=O)CCn1cccc1 (stereo not drawn)	-10.8%
CC(C)N1CC[C@H](c2nnc(-c3ccccc3F)o2)C1	i
CC(NC(=O)c1c(O)nc2ccccn2c1=O)c1ccccc1 (stereo not drawn)	-11.2%
CCOC(=O)c1ccccc1NC(=O)C1CCN(c2ncnc3c2nc2n3CCCCC2)CC1	-7.3%
Cc1ccc(Cl)c2sc(NC(=O)CS(=O)(=O)c3ccc(Cl)cc3)nc12	i
Cc1nn2c(C)c(C(=O)NCc3ccco3)cnc2c1-c1ccccc1	24.1%
Cc1ccc(Cn2cccc2-c2nc(-c3ccc(F)cc3)no2)cc1	u
CCOC(=O)c1c(NC(=O)c2ccc(S(=O)(=O)N3CCCC(C)C3)cc2)sc2c1CCN(C(C)C)C2 (stereo not drawn)	7.94µM*
O=C(NC1(C(F)(F)F)NC(=O)N(CCc2ccccc2)C1=O)c1ccccc1Cl (stereo not drawn)	i
COc1cccc(CCNC(=O)c2cnc3sc(N4CCCC4)nn3c2=O)c1	25.5%
O=C(C1CC1)N1CCC(N2C(=O)C(OCC3CC3)C23CCOCC3)CC1 (stereo not drawn)	5.9%
COc1ccc(OC)c(NC(=O)C(NS(=O)(=O)c2ccc3c(c2)CCCC(=O)N3)C(C)C)c1 (stereo not drawn)	4.9%
COc1cccc(CNC(=O)[C@@H]2C[C@@H](O)CN2C2CCN(C(=O)CCCc3ccccc3)CC2)c1	-9.6%
Cc1cc2c(c3oc(=O)c4ccccc4c13)CN(Cc1ccc(F)cc1)CO2	0.794µM*
CCOc1ccc2c(n1)CCN(C(=O)c1cccc(OC)c1OC)C2	u

Copied from above (17 entries):
SMILES	Pf Dd2 growth
CN(C)C[C@H]1C[C@@H](CO)CN(C(=O)c2cc(-c3ccccc3F)n[nH]2)C1	12.3%
CSc1ccc(-c2noc(-c3nnn4c3COC(c3ccc(C)cc3C)C4)n2)cc1 (stereo not drawn)	-11.6%
COCCCNC(=O)c1ccc2c(c1)NC(=O)C(C(C)C)N2 (stereo not drawn)	29.1%
CN1CC2(CCCN(C(=O)c3cn(C)c4ccccc34)CC2)OC1=O (stereo not drawn)	u
Cc1nc(C)c(C(=O)N2CC3CC(C2)[C@H]2CCCC(=O)N2C3)s1 (stereo partly drawn)	-9.3%
CC1CN(c2ccc(Cl)cc2)C(=O)CN1C(=O)CCn1cccc1 (stereo not drawn)	-10.8%
CC(C)N1CC[C@H](c2nnc(-c3ccccc3F)o2)C1	i
CC(NC(=O)c1c(O)nc2ccccn2c1=O)c1ccccc1 (stereo not drawn)	-11.2%
CCOC(=O)c1ccccc1NC(=O)C1CCN(c2ncnc3c2nc2n3CCCCC2)CC1	-7.3%
Cc1ccc(Cl)c2sc(NC(=O)CS(=O)(=O)c3ccc(Cl)cc3)nc12	i
Cc1nn2c(C)c(C(=O)NCc3ccco3)cnc2c1-c1ccccc1	24.1%
Cc1ccc(Cn2cccc2-c2nc(-c3ccc(F)cc3)no2)cc1	u
CCOC(=O)c1c(NC(=O)c2ccc(S(=O)(=O)N3CCCC(C)C3)cc2)sc2c1CCN(C(C)C)C2 (stereo not drawn)	7.94µM*
O=C(NC1(C(F)(F)F)NC(=O)N(CCc2ccccc2)C1=O)c1ccccc1Cl (stereo not drawn)	i
COc1cccc(CCNC(=O)c2cnc3sc(N4CCCC4)nn3c2=O)c1	25.5%
O=C(C1CC1)N1CCC(N2C(=O)C(OCC3CC3)C23CCOCC3)CC1 (stereo not drawn)	5.9%
COc1ccc(OC)c(NC(=O)C(NS(=O)(=O)c2ccc3c(c2)CCCC(=O)N3)C(C)C)c1 (stereo not drawn)	4.9%

Next section.
SMILES	Pf Dd2 growth
CCCS(=O)(=O)N1CC[C@@H]2COCCN(Cc3ccccc3)[C@@H]2C1	-17.7%
Cc1ccc(-n2ncc(C(=O)N3CCCCC3)c2C2CCN(C(=O)OC(C)(C)C)CC2)cc1C	-4.7%
COc1cc2c(cc1OC)C(CNC(=O)c1ccc(C)cc1)N(C(=O)NC(C)C)CC2 (stereo not drawn)	-1.8%
Cc1noc(C)c1-c1cc2cc(CN(C)C)oc2c(N2CCN(Cc3ccccc3)CC2)n1	u
CCN(C(=O)CCS(=O)(=O)c1ccc2c(c1)oc(=O)n2C)c1ccc(OC)cc1	i
Cc1ccc(CNC(=O)CC(C)CC2=NS(=O)(=O)c3ccccc3N2)cc1 (stereo not drawn)	14.2%
O=C(N[C@@H]1CN(C(=O)Nc2ccccc2)CCC[C@H]1O)c1ccc(OCc2ccccc2)cc1	-16.0%
CCCC(=O)N1CCc2cc(OC)c(OC)cc2C1COc1ccccc1OC (stereo not drawn)	12.6µM*
Cc1nn2c(c1-c1ccccc1C(C)C)N(Cc1ccc3c(c1)CCO3)CCC2	7.08µM*
CC(=O)N1CCC(N2CC[C@H](CO)[C@H](NC(=O)C3CC3)C2)CC1	4.8%
CCc1nc(CN2CCCC(CO)(CC3CC3)C2)cs1 (stereo not drawn)	12.6µM*
COc1ccc(C)cc1NC(=O)C1CCN(S(=O)(=O)c2c(C)noc2/C=C/c2ccco2)CC1	-14.9%
COc1ccc(CN2CCC3(CC2)C(=NC2CCCC2)NC(=O)N3c2cc(F)cc(F)c2)cc1	-12.1%
O=C1NC[C@@H](CCC(=O)N2CCCC2)N2C[C@@H](NCc3ccc(F)cc3)C[C@@H]12	19.6%[44.1 µM]
Cc1ccc(CNC(=O)CCC(=O)N2CC3CCCN3c3ccccc32)cc1 (stereo not drawn)	i
O=C(CSc1nc(-c2ccccc2)nc2cc(=O)[nH]n12)Nc1ccccc1	-23.0%
O=C1NCCOCCCN(C(=O)c2ccsc2)[C@H]2CCCC[C@@H]12	u
CCc1noc(-c2ccn3c(CNC(=O)c4ccc(F)cc4)nnc3c2)n1	i
COc1ccc2nc(NC(=O)Cn3nc4c(cc3=O)CCCC4)sc2c1	-13.4%
O=C(Cn1cccc1-c1nc(-c2ccccc2)no1)NC1CCCCC1	-26.0%
Cc1ccc(NC(=O)Cc2ccc(-n3c(C)nc4cccnc43)cc2)c(Cl)c1	-5.2%
Cc1cccc(NC(=O)Cn2c(=O)n(Cc3ccccc3)c(=O)c3sc4ccccc4c32)c1	u
O=C(CCC1CCN(C(=O)CCc2c[nH]c3ccccc23)CC1)NCc1cccnc1	-0.9%
COc1ccc2c(c1)CCN=C2C[C@H]1CN(C(=O)c2cccs2)CC[C@H]1CC(=O)O	26.4%[44.1 µM]
CCC1c2nccn2CCCN1C(=O)c1c(C)noc1C (stereo not drawn)	-3.0%
NC(=O)c1cc[nH]c1C1CCCN(C(=O)CCc2nc3ccccc3s2)C1 (stereo not drawn)	u
CCOC(=O)c1cc(-c2ccccc2)n(CCCC(=O)Nc2ccc(C)c(Cl)c2)c1C	7.8%
CNC(=O)[C@@H]1C[C@H](n2cc(C(C)(C)NC(=O)c3cccc(F)c3F)nn2)CN1	-21.1%
CC(=O)N1CC2(Cc3ccccc31)CN(C(=O)c1ccccc1F)C2	-29.2%[44.1 µM]
Cc1nc(N2CCC(NC(=O)Cc3ccc(F)cc3)CC2)cc(C(F)(F)F)n1	-17.9%
CCC(=O)N1Cc2ccccc2CC2(CCN(CC3CCNC3)C2)C1 (stereo not drawn)	9.4%
Cc1ccc(NC(=O)N2CCC(CCNC(=O)c3ccsc3)CC2)cc1	u
COc1cccc([S+](=O)([O-])N2CCC3(CC2)C(=O)Nc2ccccc23)c1	-19.5%[44.1 µM]
COc1ccccc1C(=O)N[C@@H]1CN(c2ccccn2)C[C@H]1CN(C)C	u
O=C(c1ccc2ncccc2c1)N1CCC2(CC1)Nc1ccccc1NC2=O	7.8%
COc1ccc(N2CC(NC(=O)CCc3ccccc3)CC2=O)cc1OC (stereo not drawn)	27.8%
COc1ccccc1C(=O)N[C@H]1[C@H](O)[C@H](O)C[C@@H]1c1ccc(N2CCOCC2)nc1	-0.6%[44.1 µM]
COCC1(CNCc2c(C)noc2C)C[C@@H](O)[C@@H](O)C1 (stereo partly drawn)	-24.0%[44.1 µM]
COc1ccc(C2(C(=O)N3CCN4CCS(=O)(=O)N(C5CC5)C(=O)C4C3)CC2)cc1 (stereo not drawn)	-19.4%
Cc1noc(-c2cn(C3CCN(C(=O)c4sccc4C)CC3)nn2)n1	i
C[S+](=O)([O-])N1CC2(CCCN2Cc2ccccn2)Cc2ccccc21 (stereo not drawn)	u
CCOc1ccc2c(c1)NC(c1ccc(OCC)c(OCC)c1)=NC(c1ccc(F)cc1)=N2	12.6µM*
CN(C)c1cc(N2CCCC(NC(=O)C3CCC3)C2)ncn1 (stereo not drawn)	70.6%[activator][5.79 µM]
COC(=O)N1CCc2nc(C)nc(-c3ccc(Cl)cc3)c2CC1	-13.3%[44.1 µM]
O=c1[nH]c2ccc(NCc3ccc(-c4ccccc4F)o3)cc2[nH]1	u
